HTR5A inv ctr: inverse agonist of human HTR5A in OPRM1-OPRD1 counter-screen. P47898. HTR5A cell line, luminescence, inverse agonism. inhibition, % at 9.3 µM. 340,000 tested, 0.083% active; in the data active means inhibition mostly above about 23%, no sharp cut-off; inactive means mostly below about 18%;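 further: 0% = cells with DMSO and 100% = no-cell wells with DMSO; some compounds called inactive have numbers as strong as hits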
Target sequence (P47898 whole entry, looked up): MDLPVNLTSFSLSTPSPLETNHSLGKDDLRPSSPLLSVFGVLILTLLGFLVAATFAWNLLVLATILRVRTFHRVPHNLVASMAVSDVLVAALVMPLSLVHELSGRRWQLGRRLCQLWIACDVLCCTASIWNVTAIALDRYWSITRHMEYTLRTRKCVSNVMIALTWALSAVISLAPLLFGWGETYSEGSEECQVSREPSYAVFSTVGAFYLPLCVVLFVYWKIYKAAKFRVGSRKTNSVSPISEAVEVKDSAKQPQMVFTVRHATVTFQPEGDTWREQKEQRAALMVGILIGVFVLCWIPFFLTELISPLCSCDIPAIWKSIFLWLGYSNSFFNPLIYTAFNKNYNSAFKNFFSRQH
OPRM1-OPRD1 ag: OPRM1-OPRD1 heterodimerization agonism. P35372+P41143. cells, luminescence. activation, % at 9.3 µM. 340,000 tested, 0.3% active; in the data active means activation above about 18%;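 further: 0% = vehicle-treated cells and 100% = reference agonist; values of inactives mirror those of a sister screen read the other way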
SUMO Mot1 rescue: blocks SUMOylation pathway, rescuing yeast Mot1-301 growth | S. cerevisiae Mot1-301 growth rescue, ATP luminescence, 38.5C; percent above DMSO median, 100 means doubled | growth rescue, % at 18.8 µM | AID 2716 | 320,000 tested, 1% active;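 active means every valid replicate shows activation above 250% relative to neutral control wells; inactive means the rest, any valid replicate at or below 250%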;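 further: OY570 slx delta 5 strain wells were the positive control but not used for scaling; some compounds called inactive have numbers as strong as hits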
PKA-R1A act: PKA-R1A complex activation. 340,000 tested, 0.083% active. activation, % at 11.4 µM. P00514+P68181. PKA-R1A dissociation, Cy5-IP20 fluorescence polarization; scaled: DMSO 0%, 113 µM cGMP 100%. AID 504707;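 active means percent activation above the mean of all tested compounds plus 3 SD, cut at about 19% in these data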;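 further: higher means more PKAc released from R1A so a rise in polarization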
phage Ecoli inh: E. coli growth loss with phage present | inhibition, % at 11.9 µM | growth absorbance | 360,000 tested, 0.26% active; in the data active means inhibition above about 11%
PfHsp90 set2: inhibits growth of yeast expressing Plasmodium falciparum Hsp90; S. cerevisiae expressing PfHsp90, BacTiter-Glo ATP, 48 h; yeast lacking PDR1 and PDR3 efflux regulators; inhibition, % at 9.4 µM; 310,000 tested, 0.32% active; AID 504621;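 active means every replicate shows inhibition above about 80%, whatever the replicate mean, limit read from the data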;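 further: 0% = DMSO neutral controls and 100% = 20 µM radicicol positive controls; yeast relying on Plasmodium falciparum Hsp90 in place of its own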
OPRM1-OPRD1 inv: mu-delta opioid heterodimer inverse agonism | cell-based MOR-DOR heterodimer luminescence | inhibition, % at 9.3 µM | 340,000 tested, 0.21% active; in the data active means inhibition above about 22%, passing the limit was not always enough;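 further: 0% = cells with DMSO and 100% = wells without cells with DMSO; values of inactives mirror those of a sister screen read the other way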
PKA-R2B activ: activators of human PKA-R2B complex | PKA-R2B holoenzyme dissociation, Cy5-IP20 fluorescence polarization; R2B truncated from residue 108, S112A mutant; 0% DMSO only, 100% 113 µM cGMP | activation, % at 11.4 µM | 340,000 tested, 0.079% active | AID 504700;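 active means activation above a cutoff set at the mean over all compounds plus 3 SD, cut at about 18% in these data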;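 further: higher means more holoenzyme dissociation and a rise in polarization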
Target sequence (P31323 whole entry, looked up, other chains not shown, the tested form may be a part): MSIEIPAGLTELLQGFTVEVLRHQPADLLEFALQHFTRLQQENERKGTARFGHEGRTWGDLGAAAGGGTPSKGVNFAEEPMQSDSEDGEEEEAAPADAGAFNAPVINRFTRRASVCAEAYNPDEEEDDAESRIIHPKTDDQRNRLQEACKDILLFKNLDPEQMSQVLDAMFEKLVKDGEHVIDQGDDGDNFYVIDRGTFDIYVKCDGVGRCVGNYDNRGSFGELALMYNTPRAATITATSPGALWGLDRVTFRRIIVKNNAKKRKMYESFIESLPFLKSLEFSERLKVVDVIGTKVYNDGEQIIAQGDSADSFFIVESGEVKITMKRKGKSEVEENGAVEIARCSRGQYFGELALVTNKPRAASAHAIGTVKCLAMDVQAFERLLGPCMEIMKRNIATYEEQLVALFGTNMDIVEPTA
Tat export inh: blocks Tat-dependent protein export in E. coli; E. coli MC4100 TorA-mCherry Tat export, fluorescence; inhibition, % at 10 µM; 340,000 tested, 0.036% active; AID 488895;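 active means mean replicate inhibition at least 50% and at least half of replicates individually reaching 50%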;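 further: exported cargo escapes ClpAP degradation while cytoplasmic cargo is degraded and loses fluorescence; 0% = median of neutral control wells and 100% = median of NaSCN control wells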
AddAB inh: less growth of phage-infected E. coli with AddAB | E. coli expressing H. pylori AddAB, absorbance growth | inhibition, % at 11.9 µM | 330,000 tested, 0.29% active | AID 435030; in the data active means inhibition above about 12%;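 further: 0% = vehicle wells of infected cells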
E coli growth: reduces bacterial viability in AddAB counter-screen. AID 449728. 330,000 tested, 0.27% active. inhibition, % at 11.9 µM. E. coli V3065 growth, OD600 absorbance, 18 h;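 active means inhibition above the campaign's mean inhibition across all tested compounds plus 3 SD, cut at about 9.9% in these data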;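 further: uninfected addAB+ strain grown without phage in ampicillin broth; 0% = DMSO wells and 100% = ciprofloxacin 0.95 µg/ml wells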
The depositor's hits bear a star; · = not tested or not shown.

SMILES | HTR5A inv ctr | OPRM1-OPRD1 ag | SUMO Mot1 rescue | PKA-R1A act | phage Ecoli inh | PfHsp90 set2 | OPRM1-OPRD1 inv | PKA-R2B activ | Tat export inh | AddAB inh | E coli growth
Cc1cc(C(=O)COC(=O)c2ccc(O)cc2O)c(C)n1C(C)C | 4 | 0.5 | 4 | -12 | 2.7 | -10 | -2 | 2 | 7 | -0.8 | 1.1
CCCCNC(=O)CNC(=S)N(CCCN1CCOCC1)Cc1cccs1 | -8 | -1.8 | -6 | 2 | 1.2 | 1 | 10 | -3 | 2 | 3.5 | -1.8
Fc1ccc(C(c2nnnn2Cc2cccs2)N2CCN(C3CCCC3)CC2)cc1 (stereo unspecified) | 14 | -1.2 | 3 | -2 | 0.0 | 27 | 6 | -6 | -6 | 0.6 | -1.5
O=C(COc1ccc(Br)cc1)Nc1ccccc1N1CCCC1 | 15 | 2.2 | -6 | 4 | 2.3 | 0 | -11 | 12 | 4 | 0.6 | -1.5
O=C(CN(Cc1ccco1)S(=O)(=O)c1ccccc1)N/N=C/c1cccc(O)c1 | 2 | -0.3 | -6 | -14 | 0.9 | 21 | 1 | -7 | 15 | 3.1 | 0.8
Cc1ccc(C)c(OCCn2cc(/C=C(/C#N)C(=O)NCC3CCCO3)c3ccccc32)c1 (stereo unspecified) | -19 | 1.9 | 215 | -11 | 2.8 | 0 | -10 | -4 | -14 | -1.1 | -1.7
CC(C)C(NC(=O)c1ccccc1Br)c1ccccc1 (stereo unspecified) | 9 | -2.5 | 8 | 5 | 3.7 | · | 13 | -2 | -3 | -0.2 | -1.7
CCOc1ccc(C(=O)Nc2ccccc2NC(C)=O)cc1OCC | -7 | -2.0 | 95 | -3 | 4.8 | -1 | 11 | -6 | -2 | -0.5 | 0.1
COc1ccc(OC)c(/C=C2\S/C(=N/NC(=O)c3ccc4ccccc4c3)NC2=O)c1 | -5 | -3.1 | -1 | 12 | 2.4 | -101 | 19 | 7 | -6 | 1.8 | -2.0
CCN(C(C)=O)c1nnc(CSc2nc3ccccc3s2)s1 | 0 | -2.5 | · | -9 | -2.3 | -9 | 14 | 5 | -1 | · | ·
Cn1nc(C(=O)NCc2ccccc2)c2c1-c1ccccc1S(=O)(=O)C2 | -6 | -3.2 | 60 | -5 | 0.2 | 15 | 18 | -9 | 4 | 0.2 | -2.1
CCN(CC)CCN(C(=O)CCS(=O)(=O)c1ccccc1)c1nc2cc3c(cc2s1)OCO3 | 2 | -2.1 | 2 | 7 | 1.2 | -12 | 11 | 3 | 3 | -2.1 | 2.3
CC(=O)Nc1ccc(SCC(=O)Nc2cc(C(C)(C)C)nn2-c2ccccc2)cc1 | 9 | -1.1 | 9 | -5 | 4.1 | 3 | 8 | -7 | -4 | 2.5 | -3.3
Cc1ccc(C(=O)N2CCCC(N3CCN(c4ccccc4C)CC3)C2)c(=O)[nH]1 (stereo unspecified) | -5 | -3.1 | -12 | -10 | 1.3 | 4 | 16 | 5 | -4 | 2.0 | 0.1
CCn1c(Oc2ccccc2)nc2c1c(=O)n(C)c(=O)n2C | 1 | -0.4 | 5 | -14 | 2.1 | -10 | 2 | 9 | 11 | 0.7 | 0.4
O=C(NCCCN1CCCCC1)c1ccc2c(c1)NC(=O)c1ccccc1S2 | 4 | -2.8 | 308 | -11 | 0.8 | 13 | 15 | -6 | 1 | -0.9 | -1.3
CCN1CCN(CCCNC(=O)CNC(=O)c2nn(-c3ccc(OC)cc3OC)c(=O)c3ccccc23)CC1 | -11 | -2.3 | 8 | -13 | 0.5 | 2 | 16 | -8 | -9 | 1.7 | 3.5
O=C(Nc1ccc(OC(F)F)cc1)Nc1cccc(C(F)(F)F)c1 | -6 | 8.7 | -7 | -8 | 12* | 17 | -42 | 2 | -33 | 11 | 13*
CCOC(=O)Cc1[nH]nc2c1C(c1cccc(OC)c1OC)C(C#N)=C(N)O2 (stereo unspecified) | -32 | -0.6 | 22 | 0 | 2.4 | -32 | 3 | -2 | -6 | 0.5 | -0.9
Cc1cn2c(nc(=O)c3cccnc32)s1 | 2 | -2.1 | -14 | -12 | 1.2 | -22 | 13 | -8 | -19 | 0.1 | -2.1
COc1ccc(CCNC(=O)c2cc(-c3ccccc3O)n[nH]2)cc1OC | 4 | -4.5 | -5 | 3 | 1.6 | -4 | 22 | -6 | -4 | 1.3 | -0.7
CC(C)(C)c1ccc(NC(=O)COc2ccc(-n3ccnc3)cc2)cc1 | -16 | 1.8 | 34 | -27 | 3.5 | -20 | -9 | -4 | 2 | 2.5 | -1.6
Cc1nn(C(=O)c2nn(C)cc2[N+](=O)[O-])c(C)c1Br | -7 | -1.6 | -16 | 3 | 4.8 | -21 | 8 | 5 | 2 | 3.7 | 0.8
COc1cc(/C=C/C(=O)OCC(=O)c2c(N)n(C)c(=O)n(C)c2=O)ccc1OCC#N | -2 | -0.5 | 2 | -4 | 1.9 | 15 | 2 | 5 | 3 | 1.4 | 1.1
FC(F)Oc1ccccc1/C=N/Nc1nc2ccccc2o1 | -27 | 5.4 | 1 | 18 | -1.0 | -1 | -29 | -3 | -6 | 4.3 | 0.6
Cc1cccnc1NC(=O)CCc1c[nH]c2ccccc12 | -10 | -0.4 | 64 | 0 | 0.1 | 8 | 3 | -2 | -5 | 2.0 | 0.2
Cc1ccc(C(=O)Nc2ccc(F)cc2)o1 | -19 | -0.2 | 6 | 2 | 1.1 | 25 | 1 | 3 | -9 | 4.3 | 0.8
O=C(CSc1nnc(-c2ccncc2)n1CC1CCCO1)Nc1cccc(O)c1 (stereo unspecified) | 5 | -3.1 | 8 | -6 | 3.4 | -4 | 16 | -4 | -1 | 4.2 | 3.3
Cc1ccc(S(=O)(=O)N(C)CCCC(=O)N2CCOCC2)cc1 | 7 | -0.5 | -6 | 4 | 3.0 | -19 | 3 | -2 | 7 | 3.1 | 1.3
Cc1cc(C)n(Cc2ccc(NC(=O)c3ccc(COc4ccccc4Br)cc3)cc2)n1 | -13 | 0.1 | -11 | -3 | -1.8 | 3 | 0 | 1 | 10 | 1.1 | 0.7
COc1ccc(NS(=O)(=O)c2cc(NC(=O)c3ccc(=O)[nH]n3)ccc2C)cc1 | -8 | -1.7 | 1 | -2 | 1.9 | · | 7 | -1 | 0 | 0.9 | -1.6
CCOc1ccc(NC(=O)CSc2nnc(C(C)C)n2CC)cc1 | 18 | -1.2 | -8 | 2 | 2.1 | -22 | 7 | -8 | 0 | -0.9 | 0.2
Cc1ccc(NC(=O)CC2=NC(=O)C(CC(=O)Nc3ccccc3C)S2)cc1 (stereo unspecified) | -14 | -2.5 | -22 | 1 | 2.3 | -18 | 13 | -10 | 4 | 4.3 | 0.6
COc1ccccc1C1/C(=C(\O)c2ccc3c(c2)OCCO3)C(=O)C(=O)N1Cc1cccnc1 (stereo unspecified) | -14 | -3.4 | 228 | -2 | 0.6 | -4 | 19 | 2 | 2 | 1.2 | -1.4
CCOc1ccc(C(=O)NCC2CCCN2S(=O)(=O)c2cccs2)cc1 (stereo unspecified) | 6 | -0.9 | 1 | 0 | 1.5 | 13 | 6 | 4 | -1 | -1.3 | -1.6
O=C(Nc1ccccn1)C1(c2cccs2)CCOCC1 | -42 | -2.1 | -14 | -6 | 2.6 | 7 | 11 | -8 | -9 | -0.7 | 1.5
CC1Cc2cc(S(=O)(=O)N3CCC(C(=O)N4CCCCC4)CC3)ccc2N1C(=O)C1CC1 (stereo unspecified) | -26 | -1.7 | 91 | -13 | 0.4 | -2 | 9 | -2 | 27 | 2.4 | -1.9
COC(=O)c1cc(=O)n2c(-c3ccccc3)csc2n1 | -5 | -1.7 | 7 | 1 | 2.7 | 7 | 9 | 9 | -3 | -0.4 | -1.0
COc1ccc(OC(=O)COc2cc(C)ccc2C)cc1 | -11 | 4.1 | 19 | 0 | -1.8 | -20 | -21 | -10 | -6 | 2.6 | -0.5
CCC(C)(C(=O)NC1CCCCC1)N(Cc1cccs1)C(=O)Cc1cccs1 (stereo unspecified) | 10 | -0.3 | 35 | -11 | 4.0 | · | 2 | -5 | -5 | -0.7 | -0.6
CC(=O)c1ccc(NC(=O)CN2C(=O)NC(C)(C3CCCCC3)C2=O)cc1 (stereo unspecified) | 2 | -1.0 | -13 | -11 | 0.0 | -1 | 4 | 1 | 2 | 1.3 | -0.9
O=C(Cc1ccc(F)cc1)N/N=C/c1ccccn1 | -2 | -1.5 | · | -7 | -0.9 | 26 | 9 | 3 | -4 | -0.1 | -5.5
CN(C)c1ccc(-c2noc(C3CCN(S(=O)(=O)c4ccc(C(=O)O)cc4)CC3)n2)cc1 | -38 | 0.1 | -4 | -4 | 3.1 | 0 | -1 | -2 | 5 | 2.0 | 0.7
COc1ccc(C(=O)Nc2ccncc2)cc1S(=O)(=O)N1CCOCC1 | -23 | -4.3 | 0 | 3 | 3.1 | -2 | 17 | 4 | 3 | 1.6 | -0.3
Oc1cc(NCCc2cccnc2)cc2cccnc12 | -20 | 4.7 | -5 | -5 | 11 | 9 | -27 | 1 | -2 | 5.3 | 4.0
O=S(=O)(Nc1ccc(NS(=O)(=O)c2ccccc2)c(Cl)c1)c1ccccc1 | 7 | 0.1 | · | 6 | 3.9 | -3 | -1 | 3 | 24 | · | ·
C=CC(=O)Nc1ccc(N(C)c2ccnc(Nc3ccc(N4CCN(C)CC4)cc3)n2)cc1 | -29 | -2.4 | · | 4 | 1.1 | -15 | 13 | 1 | -2 | 0.9 | -1.8
CCS(=O)(=O)N1CCCC(C(=O)NC2CCCCC2C)C1 (stereo unspecified) | 5 | -1.1 | 214 | -1 | -0.3 | 8 | 6 | -7 | -10 | 0.2 | 1.6
COCCNC(=O)C(c1ccc(F)cc1)N(C(=O)CCC(=O)Nc1nccs1)c1ccc(C)cc1 (stereo unspecified) | -5 | -2.3 | -16 | -14 | 1.7 | 5 | 11 | 5 | -2 | -1.4 | -5.8
COc1ccc(OC)c(C(c2nnnn2CCc2ccccc2)N2CCC(C(N)=O)CC2)c1 (stereo unspecified) | -9 | -2.2 | 0 | 2 | 1.9 | -13 | 13 | 1 | -1 | 0.6 | -3.5
N#CCC(=O)N/N=C/c1cn(Cc2ccccc2C#N)c2ccccc12 | -20 | -1.1 | 1 | -1 | 1.0 | 14 | 6 | 2 | 3 | 0.0 | -1.7
Clc1ccc(Nc2nc(-c3cccnc3)cs2)cc1 | -10 | 1.1 | 101 | -10 | 3.5 | -4 | -6 | -6 | -12 | 0.8 | 0.4
Cc1ccc2ccccc2c1NC(=O)c1ccco1 | -18 | -3.7 | 9 | -5 | 2.5 | 2 | 18 | -11 | 4 | 0.3 | -0.8

Assay outcomes from PubChem.

Rows were taken by chance (roughly 2.2% active in at least one column).
